HER2 expr 66K: inhibitors of human Her2 kinase expression; SKBR-3 HER2 protein level, AlphaScreen, 18-24 h; stronger effect = lower value; HER2 level % of control, % at 10 µM; actives 0.69% (n = 65,000); AID 645;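 active = HER2 level under 5% of the carrier-only control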;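 also: 100% = DMSO carrier and 0% = 500 nM PU-H71 HSP90 inhibitor; lower value means stronger loss of Her2 protein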
HEK293 NFkB inh: lowers PMA/ionomycin-induced NF-kB signal in HEK293 cells | actives 0.21% (n = 62,000) | HEK-293 NF-kB luciferase reporter, luminescence | inhibition, % at 3 µM;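 active = inhibition above the mean of all tested compounds plus 3 SD, cut at about 40% in these data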;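 also: 0% = stimulated DMSO wells and 100% = 10 µM reference inhibitor 5653914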
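System – HEK-293 cells with stable firefly luciferase reporter driven by four HIV NF-kB elements · Doses – one dose, 3 µM · Schedule – 1 h compound pre-incubation, 16 h PMA/ionomycin at 37 °C · Technique – luminescence from luciferase substrate reagent · Measure – percent inhibition normalized per plate to DMSO and reference-inhibitor controls · Replicates – tested once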
M1 antag: antagonists of rat M1 muscarinic receptor | P08482 | CHO-M1 cells, Fluo-4 calcium, ACh EC80 antagonist mode; stronger effect = lower value | B-score at 10 µM | actives 3.4% (n = 64,000);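 active = calcium fluorescence response, raw or row-and-column corrected B-score, differing from the plate sample mean either way at a set confidence level, mostly lower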
Target sequence (P08482 whole entry, looked up): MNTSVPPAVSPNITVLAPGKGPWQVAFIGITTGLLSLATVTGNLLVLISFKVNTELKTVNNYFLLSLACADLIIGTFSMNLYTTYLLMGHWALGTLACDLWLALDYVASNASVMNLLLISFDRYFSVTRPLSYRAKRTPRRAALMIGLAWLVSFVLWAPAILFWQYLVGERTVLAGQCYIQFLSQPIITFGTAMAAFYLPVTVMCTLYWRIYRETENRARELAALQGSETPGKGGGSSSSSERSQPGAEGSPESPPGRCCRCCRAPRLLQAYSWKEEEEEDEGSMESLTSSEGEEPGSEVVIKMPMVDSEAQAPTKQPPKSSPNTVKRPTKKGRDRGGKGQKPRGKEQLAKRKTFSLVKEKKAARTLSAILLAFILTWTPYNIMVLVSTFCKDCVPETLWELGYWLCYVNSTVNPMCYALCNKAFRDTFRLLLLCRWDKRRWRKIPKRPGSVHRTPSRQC
S1P3 ag: agonists of human S1P3 receptor; AID 373; activation, % at 4.5 µM; Q99500; actives 0.1% (n = 60,000); S1P3 NFAT-BLA reporter cells, agonism, FRET ratio; relative to 1 µM S1P, basal subtracted;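 active = activation above the screen-wide mean plus 3 SD, cut at about 4.5% in these data, passing the limit was not always enough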; also: some compounds called inactive have numbers as strong as hits
Target sequence (Q99500 whole entry, looked up): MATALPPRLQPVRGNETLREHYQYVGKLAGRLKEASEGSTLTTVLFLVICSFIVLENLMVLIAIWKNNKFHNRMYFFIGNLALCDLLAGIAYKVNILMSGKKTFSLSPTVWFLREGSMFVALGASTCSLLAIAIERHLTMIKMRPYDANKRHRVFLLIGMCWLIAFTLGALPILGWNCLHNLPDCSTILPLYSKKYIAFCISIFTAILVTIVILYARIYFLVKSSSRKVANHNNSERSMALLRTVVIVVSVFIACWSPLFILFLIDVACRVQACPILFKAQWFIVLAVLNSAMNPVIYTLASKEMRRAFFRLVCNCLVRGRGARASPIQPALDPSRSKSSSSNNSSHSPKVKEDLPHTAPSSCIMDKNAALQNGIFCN
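Assay system: CHO cells stably expressing human S1P3, Gα16 and NFAT-β-lactamase reporter. Timing: overnight plating, 4 h compound 37 °C, 2 h substrate RT. Signal: β-lactamase FRET emission ratio 460/535 nm. Measure: percent activation versus median 1 µM S1P response, basal-subtracted, per plate. Repeats: primary screen single test, confirmation screen in triplicate.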
Jurkat viability: cytotoxicity toward Jurkat cells; Jurkat E6.1 viability, ATP luminescence, 48 h; inhibition, % at 4 µM; actives 1.2% (n = 56,000);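 active = inhibition above the mean inhibition of all tested compounds plus 3 SD, cut at about 28% in these data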
HTR1E antagonist: antagonists of human 5-HT1E serotonin receptor; P28566; actives 0.99% (n = 65,000); inhibition, % at 6 µM; CHO 5-HT1E Ga15 NFAT-bla reporter, FRET, antagonist; AID 571;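 active = inhibition above a set limit, the mean inhibition across every tested compound plus 3 SD, cut at about 29% in these data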;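 also: signal is the 460 over 535 nm emission ratio of beta-lactamase substrate; 0% = agonist plus DMSO wells and 100% = wells without agonist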
S1P1 ag-PAM: activates or potentiates agonism at human S1P1 receptor; P21453; S1P1 CRE-bla cells, forskolin, beta-lactamase FRET, potentiator mode; S1P1 agonist co-added at EC20, 2 nM; 100% = saturating reference agonist, 0% = basal; activation, % at 9.5 µM; actives 0.57% (n = 56,000); AID 449;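 active = activation above a cutoff set at the mean activation of all tested compounds plus 3 SD, cut at about 54% in these data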;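 also: forskolin at 4 µM as EC80 and the EC20 agonist is SEW2871; 100% = SEW2871 at its EC100 plus forskolin at EC80; some compounds past the cut are filed as inactive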
M1 ag: activates the M1 muscarinic receptor; CHO-M1 cells, Fluo-4 calcium fluorescence, agonist mode; stronger effect = higher value; B-score at 10 µM; actives 3% (n = 64,000); AID 626;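 active = fluorescence rise, raw or as B-score row- and column-corrected plate score, outside the 99.7% band of its plate's samples, either direction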
HTR1E agonist: agonists of human 5-HT1E serotonin receptor; activation, % at 6 µM; P28566; CHO 5-HT1E Ga15 NFAT-bla reporter, FRET; 0% DMSO wells, 100% control agonist wells; actives 0.69% (n = 65,000); AID 574;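 active = activation above a set limit, the screen-wide mean activation plus 3 SD, cut at about 8.5% in these data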;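 also: 100% = positive control agonist at 1 µM giving full maximal response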
An asterisk follows results filed as active; x = not tested or not shown.

SMILES | HER2 expr 66K | HEK293 NFkB inh | M1 antag | S1P3 ag | Jurkat viability | HTR1E antagonist | S1P1 ag-PAM | M1 ag | HTR1E agonist
CC(C)NC(=O)C1CCN(C(=O)c2cc3sccc3n2Cc2ccc(F)cc2)CC1 | 57 | 12 | -0.68 | -0.8 | 11 | 2 | 51 | -0.36 | 0.1
Cc1ccc(C)c(N2CCN(CCCNC(=O)Cn3cc4c(n3)CCC(C)C4)CC2)c1 (centres undefined) | 53 | 17 | -0.54 | -1.3 | -8 | -5 | -12 | -0.099 | 1.1
CC(c1ccccc1)C1CC(=O)N(CC(=O)O)C1=O (centres undefined) | 130 | 10 | -0.072 | -0.5 | 5 | 2 | 2 | 0.51 | 0.6
Oc1ccccc1Oc1ncc(Br)c(N2CCOCC2)n1 | 72 | 12 | -17* | -0.5 | -5 | 6 | -3 | -0.35 | 0.9
O=C1CN(C(=O)c2ccc(Br)o2)C(c2ccccc2)c2cc(F)ccc2N1 (centres undefined) | 97 | 1 | 0.19 | -1.1 | 2 | -11 | -28 | 0.21 | 1.6
C=CCN1CCN(C(c2ccc(Cl)cc2)c2nnnn2CCc2ccc(OC)c(OC)c2)CC1 (centres undefined) | 79 | 23 | 0.42 | -0.3 | -4 | 5 | 14 | -0.52 | 0.8
Cc1ccc(CCNC(=O)C2CCCN(S(=O)(=O)c3cccc4nsnc34)C2)cc1 (centres undefined) | 79 | 6 | -0.47 | -0.1 | 0 | -2 | -7 | 0.00065 | 0.8
Cc1cc(Nc2ncc(Cl)cc2Cl)n[nH]1 | 109 | -1 | -1.3 | -0.5 | -3 | -3 | -7 | -0.012 | -0.3
Cc1[nH]n2c(=O)c3c(nc2c1-c1ccc(Cl)cc1)CCC3 | 48 | 2 | -1.3 | x | x | 2 | x | 1.2 | 0.5
c1ccc(Cn2nnnc2CN2CCN(c3ncccn3)CC2)cc1 | 96 | 5 | -0.42 | 0.0 | -2 | 0 | 5 | 0.17 | -1.2
Cc1noc(C)c1C(=O)OCC(=O)Nc1ccccc1C(=O)NC(C)c1ccccc1 (centres undefined) | 83 | 16 | 0.0095 | 0.0 | -2 | 0 | -22 | 0.42 | -0.4
Cc1ccc(S(=O)(=O)N2CCN(S(C)(=O)=O)C2)cc1 | 88 | 4 | 0.029 | -0.9 | 6 | 19 | -18 | -0.46 | -1.3
O=C(CSc1nnc(-c2ccco2)n1CC1CCCO1)c1ccccc1 (centres undefined) | 112 | 23 | -0.17 | 0.2 | -2 | 0 | 6 | 0.53 | 0.7
CCOc1ccc(C)cc1S(=O)(=O)NC1CCCCC1 | 59 | 10 | -2.1 | -0.9 | 3 | 7 | 32 | -0.33 | -0.4
COCCN(Cc1cc2cccc(C)c2n2nnnc12)C(=O)C(F)(F)F | 101 | 16 | 0.15 | 0.4 | 1 | 1 | -2 | 0.58 | -0.1
Cc1cccc(OCC(O)CN2C(C)(C)CC(O)CC2(C)C)c1C (centres undefined) | 83 | 1 | 0.3 | -0.6 | 7 | -9 | -14 | -0.37 | -0.3
O=C(NCc1ccco1)C1c2ccccc2Oc2ccccc21 | 88 | 5 | -5.4* | -0.2 | -2 | -7 | x | -0.45 | 0.1
CC(C)c1nc2oc3c(NCc4cccnc4)ncnc3c2c2c1CCC2 | 93 | 16 | -0.049 | -0.4 | 4 | 30* | -27 | -0.76 | -0.8
COc1ccc(C2C(C#N)=C(N)Oc3cc(C)n(CCN4CCOCC4)c(=O)c32)cc1OC (centres undefined) | 133 | x | 0.09 | -6.6 | x | 5 | 9 | -0.0021 | 0.0
Cc1cc(C)c(C#N)c(SCc2ccc3c(c2)OCO3)n1 | 101 | 9 | -0.34 | -0.4 | 2 | 5 | -3 | 0.035 | -0.6

Molecules shown so far that contain an aryl thioether with sulfur outside any ring:
SMILES | HER2 expr 66K | HEK293 NFkB inh | M1 antag | S1P3 ag | Jurkat viability | HTR1E antagonist | S1P1 ag-PAM | M1 ag | HTR1E agonist
O=C(CSc1nnc(-c2ccco2)n1CC1CCCO1)c1ccccc1 (centres undefined) | 112 | 23 | -0.17 | 0.2 | -2 | 0 | 6 | 0.53 | 0.7
Cc1cc(C)c(C#N)c(SCc2ccc3c(c2)OCO3)n1 | 101 | 9 | -0.34 | -0.4 | 2 | 5 | -3 | 0.035 | -0.6

Next entries
SMILES | HER2 expr 66K | HEK293 NFkB inh | M1 antag | S1P3 ag | Jurkat viability | HTR1E antagonist | S1P1 ag-PAM | M1 ag | HTR1E agonist
Cc1ccc(C)n1NC(=O)c1ccco1 | 95 | 3 | 0.96 | -0.5 | 1 | -4 | -7 | -1.3 | 0.1
CCSc1cc(C2C(C(=O)OC)=C(C)NC3=C2C(=O)CCC3)c(C)o1 (centres undefined) | 128 | -4 | 0.039 | -0.6 | -7 | 0 | x | 0.31 | 0.5
Cc1ccc2c(c1)N(CC(=O)N1CCCc3ccccc31)C(=O)CO2 | 80 | 14 | -0.68 | -2.0 | -13 | 24 | 14 | -0.19 | 0.7
CNC(=O)NC1CCCc2ccccc21 (centres undefined) | 82 | 11 | -0.29 | -0.2 | -2 | 1 | -9 | 0.66 | -0.8
O=C(CC1NC2CCCCC2NC1=O)Nc1cccc(C(F)(F)F)c1 (centres undefined) | 78 | 9 | -0.14 | -1.0 | 2 | 0 | x | 0.72 | 0.5
CC(NC(=O)C1CCC(=O)N1Cc1ccc(F)cc1)c1ccc2c(c1)OCCO2 (centres undefined) | 78 | 11 | -0.029 | -0.5 | 2 | 4 | -2 | 0.073 | 0.0
CCCCC(CCC(=O)O)(C(=O)OCC)c1csc(N)n1 (centres undefined) | 91 | 8 | 0.67 | -1.2 | 0 | 7 | -7 | -0.15 | -0.2
COc1ccc(-n2c(Cc3cccn3C)nnc2SCC(=O)Nc2nccs2)cc1 | 107 | 10 | -0.19 | -1.2 | 1 | 3 | -6 | 0.091 | 0.0
CC(=O)N1CCc2cc(Br)cc(S(=O)(=O)N3CCN(c4ccccn4)CC3)c21 | 122 | 17 | -0.21 | -1.5 | -5 | -8 | -13 | -0.14 | 0.6
N#Cc1nc(-c2cccs2)oc1NCC1CCCO1 (centres undefined) | 75 | 0 | 1.5 | -0.4 | 3 | 11 | -3 | -0.51 | -1.0
Cc1ccc2[nH]c(=O)c(CN(CCCO)S(=O)(=O)c3cccc4nsnc34)cc2c1 | 98 | 1 | 0.094 | -0.5 | 0 | 6 | 16 | 0.052 | -0.3
COc1ccccc1C(=O)NCC(=O)n1nc(C)cc1C | 97 | x | -0.32 | 2.5 | x | -8 | -7 | -0.13 | 0.0
C=CCn1c(-c2ccccc2)c[nH]c1=S | 85 | -14 | -0.64 | -1.0 | -2 | -2 | -3 | -0.025 | -1.1
COc1ccc(CNC(=O)C2CC(c3ccc(OC)cc3)=NO2)cc1 (centres undefined) | 95 | -8 | 0.34 | 0.3 | 4 | 17 | 28 | -0.022 | -0.7
CCOC(=O)CNC(=O)CNC(=O)c1ccc(OC)cc1 | 100 | x | 0.19 | -5.0 | x | 2 | 6 | -0.45 | -0.3
Cc1cc(Nc2ccc(N3CCC(C)CC3)cc2)n2ncnc2n1 | 113 | 7 | -0.36 | -0.1 | -2 | -17 | 0 | 0.54 | 1.0
Cc1cc(C)c2c(CC(=O)Nc3nccs3)coc2c1 | 44 | 10 | 0.48 | -0.7 | 3 | -9 | -16 | -0.13 | -0.3
O=C(CN(C1CCCCC1)S(=O)(=O)c1ccc(F)cc1)NCc1ccncc1 | 92 | 10 | 0.71 | x | x | -5 | x | -1.2 | -0.8
N#Cc1cccc(CSc2nnc(CCCO)n2-c2ccccc2)c1 | 116 | 7 | 0.79 | -0.7 | 0 | 2 | -2 | -0.078 | 0.7
O=C(NC1CCS(=O)(=O)C1)c1cccc(S(=O)(=O)N2CCCCC2)c1 (centres undefined) | 70 | 8 | 0.32 | -0.4 | -2 | 5 | -8 | -0.13 | 0.3
CCn1c(SCc2nc3ccccc3s2)nnc1-c1cccs1 | 59 | 6 | -0.098 | -0.5 | 0 | 4 | -18 | 2.2 | -0.5
Cc1cc(C(C)(C)C)cc(C)c1COC(=O)C1CCC(=O)N1 (centres undefined) | 97 | 14 | -0.055 | -0.1 | 7 | -7 | -19 | 0.91 | 0.1
O=C(CCC1CCCC1)N1CCN(C2CCCC2)CC1 | 69 | 6 | -0.74 | -0.3 | -4 | -3 | -9 | 0.01 | 0.9
O=C(CSc1nnnn1C1CCCC1)NCc1ccc2c(c1)OCO2 | 85 | 7 | 0.25 | 0.1 | -7 | -6 | 16 | 0.14 | 0.8
CCOC(=O)c1[nH]c2ccc(OCC)cc2c1NC(=O)CN1CCCC(C)C1 (centres undefined) | 76 | 22 | -0.22 | -1.2 | 5 | 6 | 6 | 1.7 | 0.1
O=C(NCc1ccccn1)c1cc(-c2ccccc2)on1 | 74 | 2 | -0.83 | -0.2 | -4 | 6 | -23 | 0.65 | -0.3
COc1cc(NC(=O)CCCC(=O)OCC(F)(F)C(F)F)nc(OC)n1 | 77 | 7 | 0.66 | -0.4 | -2 | -12 | -12 | -0.41 | 0.9
Cc1nn(C(=O)c2cccs2)c(C)c1CN1C(=O)c2ccccc2C1=O | 106 | 11 | -0.78 | -0.3 | -8 | 1 | x | -0.031 | -0.3
CC(NC(=O)c1nn(C)c(=O)c2ccccc12)c1ccc(F)cc1 (centres undefined) | 130 | 11 | -0.062 | -0.6 | 10 | 12 | 0 | 0.0026 | -0.2
CCOC(=O)CSc1nnc(-c2ccc(S(=O)(=O)N3CCOCC3)cc2)n1-c1ccccc1 | 99 | -3 | -0.047 | -1.2 | 0 | 5 | -17 | -0.053 | 0.4
CCCCOC(=O)c1cccc(NC(=O)CC)c1 | 85 | 13 | 0.14 | -0.6 | -5 | -6 | -4 | -0.12 | -0.1
CCn1c(SCC(=O)Nc2nc3c(s2)CCCC3)nc2c1c(=O)n(C)c(=O)n2C | 82 | 10 | 0.16 | 0.3 | -6 | -1 | -14 | -0.95 | 4.9
COc1ccc(CCNC(=O)C2CC(=O)N(c3ccccc3)C2)cc1OC (centres undefined) | 108 | 18 | -0.045 | -1.2 | -6 | 5 | -10 | -0.27 | -0.7
O=C(CCC(=O)c1cccs1)NCc1ccccc1 | 137 | 2 | 0.14 | -0.9 | -2 | 13 | -10 | -0.24 | 0.5
CCN(CC)CCCN1C(=O)C(=O)/C(=C(/O)c2ccccc2)C1c1cc(OC)ccc1OC (centres undefined) | 99 | x | 0.69 | -1.9 | x | 2 | 9 | -2 | -0.8
CCC(c1nnnn1C1CCCC1)N1CCN(C(=O)c2ccco2)CC1 (centres undefined) | 121 | 10 | -0.55 | -0.1 | 1 | -11 | -5 | 0.057 | 0.1
CC(C)NC(=O)c1cc(-c2ccc(Br)cc2)on1 | 84 | -48 | -0.75 | -0.5 | 2 | -2 | 28 | 0.033 | 0.4
Cc1cc(C)c(C)c(S(=O)(=O)Nc2ccccc2C(=O)NCCCn2ccnc2)c1C | 53 | 10 | -0.24 | x | x | -6 | x | -0.24 | 0.4

Screening data (PubChem BioAssay)
